Screening results as filed in PubChem BioAssay.
APOBEC3G inh: APOBEC3G (human) deaminase inhibition; 330,000 compounds, 0.28% hits; Q9HC16; recombinant A3G, ssDNA deamination FAM/TAMRA fluorescence; inhibition, % at 20 µM;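 active = inhibition of at least 40% at 20 µM, with no more than 30% in the related APOBEC3A deaminase screen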;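 note: plate controls were DMSO wells with A3G for no effect and wells lacking A3G enzyme for full effect; some compounds called inactive have numbers as strong as hits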
Target sequence (Q9HC16 whole entry, looked up): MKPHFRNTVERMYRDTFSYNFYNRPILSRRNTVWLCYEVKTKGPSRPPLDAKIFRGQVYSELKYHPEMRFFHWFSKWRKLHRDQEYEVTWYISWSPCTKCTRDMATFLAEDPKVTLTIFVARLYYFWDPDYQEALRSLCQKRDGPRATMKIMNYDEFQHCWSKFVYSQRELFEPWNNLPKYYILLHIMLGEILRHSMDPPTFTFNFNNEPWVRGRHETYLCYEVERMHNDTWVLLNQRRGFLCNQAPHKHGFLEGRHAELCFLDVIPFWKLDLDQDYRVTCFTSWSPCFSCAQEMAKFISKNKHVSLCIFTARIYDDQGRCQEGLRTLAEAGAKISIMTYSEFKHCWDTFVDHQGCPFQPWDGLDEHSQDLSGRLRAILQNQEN
GRIN3A LBD mod: modulates the human NR3A ligand-binding domain; NR3A LBD differential scanning fluorimetry, Tm shift; 0% = protein alone, 100% = glycine-bound protein; Tm shift relative to glycine control, % at 25 µM; 340,000 compounds, 2.5% hits;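 active = melting temperature shift of at least 10% of the positive control shift, at one fixed dose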
mIAP activ: increases mouse intestinal alkaline phosphatase activity. 330,000 compounds, 0.24% hits. muIAP, CDP-Star luminescence, 30 min; hits give high values; 1 = vehicle-only enzyme signal, 0 = enzyme-free wells. activation factor at 10 µM. AID 2805;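 active = activation factor of at least 2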; note: the source names both 10 and 20 µM as test concentration; values of inactives mirror those of a sister screen read the other way
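System: mouse IAP enzyme. Reagent: CDP-Star chemiluminescent phosphatase substrate. Benchmarks: DMSO wells, no-enzyme wells. Times: 30 min enzyme-substrate-compound incubation at room temperature. Detection: luminescence from enzymatic CDP-Star hydrolysis. Doses: test compounds delivered from DMSO solution.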
hIAP block: blocks human intestinal alkaline phosphatase. 330,000 compounds, 0.12% hits. purified IAP, CDP-Star luminescence, 30 min. inhibition, % at 10 µM. AID 2544. P09923;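 active = inhibition reaching a set limit with compound at 10 µM in the primary screen, cut at about 35% in these data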;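 note: plate controls were DMSO wells with enzyme for no effect and no-enzyme buffer wells for full effect; values of inactives mirror those of a sister screen read the other way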
mIAP inh: blocks mouse intestinal alkaline phosphatase; purified mouse IAP, CDP-Star luminescence, 30 min; inhibition, % at 10 µM; 330,000 compounds, 0.2% hits; AID 2806;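 active = inhibition of at least 40% at 10 µM in the primary screen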;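 note: plate controls were DMSO with enzyme for no effect and no enzyme wells for full effect; values of inactives mirror those of a sister screen read the other way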
MPTP inh: inhibitors of mitochondrial permeability transition pore. isolated mouse mitochondria, Ca2+ swelling absorbance, 30 min. inhibition, % at 10 µM. 360,000 compounds, 1.4% hits. AID 602449;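 active = inhibition of 50% or more, scaled per plate between neutral and stimulator controls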;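 note: 0% = DMSO wells given calcium and 100% = 1 mM EGTA wells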
hIAP act: increases human intestinal alkaline phosphatase activity; purified human IAP, CDP-Star luminescence, 30 min; hits give high values; 1 = vehicle-only enzyme, 0 = enzyme-free background; activation factor at 10 µM; 330,000 compounds, 0.16% hits;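 active = activation factor of the enzyme at least 2-fold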; note: the source names both 10 and 20 µM as test concentration; values of inactives mirror those of a sister screen read the other way
beta cell repl: MIN6 beta-cell proliferation induction. MIN6 cells proliferation, ATPlite luminescence, 48 h; cells starved in 0.2% serum; 100% = growth in 10% serum. proliferation, % at 10 µM. 330,000 compounds, 0.29% hits;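 active = compounds whose signal lies at least 3.5 SD above the mean of all wells on their plate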;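 note: 0% = DMSO-treated cells in low-serum medium and 100% = 10% serum control; some compounds called inactive have numbers as strong as hits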
A3A deaminase: human APOBEC3A DNA deaminase inhibition | recombinant A3A, FAM/TAMRA ssDNA deamination fluorescence | inhibition, % at 20 µM | 330,000 compounds, 0.41% hits | AID 493011;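 active = at least 40% inhibition at 20 µM here, with at most 30% in a related deaminase screen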;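 note: plate controls were A3A with DMSO for no effect and wells lacking A3A enzyme for full effect; some results filed as inactive read as strong as hits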
Target sequence (P31941 whole entry, looked up): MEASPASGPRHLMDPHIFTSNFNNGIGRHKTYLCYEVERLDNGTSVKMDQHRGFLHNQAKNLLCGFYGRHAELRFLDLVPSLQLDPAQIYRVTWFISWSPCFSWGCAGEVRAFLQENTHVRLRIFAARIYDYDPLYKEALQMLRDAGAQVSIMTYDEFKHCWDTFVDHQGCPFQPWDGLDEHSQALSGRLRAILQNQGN
* hit, by the source's call; / = no result given.

The line under a structure holds: GRIN3A LBD mod | APOBEC3G inh | hIAP block | A3A deaminase | beta cell repl | mIAP activ | MPTP inh | mIAP inh | hIAP act
Cc1cccc(C(=O)N2CCN(c3ccc(C(F)(F)F)cn3)CC2)c1C
→ -1.6 | -7.5 | 3.1 | -3.9 | -0.4 | 1 | -2.3 | -0.2 | 0.969
CN(Cc1ccccc1)C(=O)N1CCOCC1
→ 0.5 | -6.4 | 3.0 | 1.6 | -0.9 | 0.915 | -0.6 | 8.5 | 0.97
CC(C)Oc1ccc(Cc2c(O)nc(NCCCN(C)C)[nH]c2=O)cc1
→ -0.2 | -5.3 | -23.0 | -6.5 | -1.9 | 0.985 | -2.1 | 1.5 | 1.23
O=C(OCc1ccc(Br)cc1)c1cnc(Cl)c(Cl)c1
→ -1.9 | -5.7 | 0.8 | 1.1 | 0.0 | 0.939 | -0.2 | 6.1 | 0.992
c1ccc(Cc2nnc(-c3ccccc3)o2)cc1
→ -0.4 | -4.0 | 0.7 | -0.8 | -0.9 | 1.03 | 1.3 | -2.9 | 0.993
O=C(Nc1ccccc1)c1ccc(-c2ccc(F)cc2)s1
→ 21.6* | -16.5 | -9.8 | -8.2 | 0.5 | 0.927 | -2.0 | 7.3 | 1.1
CCCCCCCC(=O)Nc1ccc(S(=O)(=O)Nc2nccs2)cc1
→ -2.7 | -2.2 | 4.6 | -0.8 | -1.4 | 0.946 | 0.6 | 5.4 | 0.954
NC(=O)c1ccsc1NC(=O)COC(=O)/C=C/c1ccccc1[N+](=O)[O-]
→ 4.0 | -8.5 | -24.6 | 1.6 | -1.0 | 0.923 | -2.8 | 7.7 | 1.25
NC(=O)NCCCC(NC(=O)c1ccc(C#CC2(O)CCCCC2)cc1)C(=O)O (stereo unspecified)
→ -0.7 | 5.0 | -7.1 | -2.3 | -1.5 | 1.13 | -0.8 | -12.8 | 1.07
Cc1ccccc1-c1ccc(=O)n(CC(=O)Nc2ccc(N3CCOCC3)cc2)n1
→ 0.1 | 0.6 | 5.4 | 1.8 | -1.4 | 0.977 | -0.5 | 2.3 | 0.946
COC(=O)c1ccc(N)cc1O
→ 2.9 | -3.3 | 7.9 | -1.9 | 0.0 | 1.07 | -0.2 | -7.1 | 0.921
Cc1ccc2nc(C(=O)N3CCCC(Nc4ccc(F)cc4)C3)cn2c1 (stereo unspecified)
→ -2.6 | -6.7 | 2.0 | 2.0 | 4.2 | 1.01 | 1.6 | -1.1 | 0.98
N#Cc1c(=O)c2nc(NCc3ccccc3)ncc2n2ccccc12
→ -1.9 | 7.0 | -8.3 | 7.6 | 1.6 | 0.803 | -6.0 | 19.7 | 1.08
COc1ccc(C)cc1NC(=O)C1CC(=O)N(CCc2ccccc2)C1 (stereo unspecified)
→ -1.2 | -7.2 | -13.5 | -10.5 | -2.1 | 1.12 | 0.3 | -11.7 | 1.14
O=C(CSc1nnc(-c2ccncc2)o1)Nc1ccc(F)c(F)c1
→ 0.1 | -11.8 | 0.6 | -7.1 | 1.1 | 1 | -0.5 | -0.1 | 0.994
CCCCCN(C(=O)NC(=O)Nn1cnnc1)S(C)(=O)=O
→ -0.4 | -5.5 | -12.9 | -1.4 | -0.8 | 0.839 | 1.1 | 16.1 | 1.13
O=C(Cn1cnc2scc(-c3ccccc3)c2c1=O)NCc1ccco1
→ 0.3 | 2.1 | 4.4 | 8.3 | -0.2 | 0.947 | 1.5 | 5.3 | 0.956
Cc1ccc(N(CC(=O)NCC2CCCO2)S(=O)(=O)c2ccccc2)c(C)c1 (stereo unspecified)
→ 1.0 | -10.1 | -10.6 | -3.2 | -3.4 | 1.05 | -0.1 | -5.2 | 1.11
COCCOn1c(SCCOC)nc2ccccc2c1=O
→ 0.5 | -6.7 | 7.2 | -1.0 | -0.5 | 0.998 | -0.2 | 0.2 | 0.928
O=C(CNC(=O)c1ccccc1Cl)Nc1ccc(F)cc1
→ -7.5 | -6.7 | 0.8 | -3.7 | 7.0* | 1.02 | -0.5 | -2.1 | 0.992
NS(=O)(=O)c1ccc(NC(=O)c2ccc(F)cc2F)c(NC(=O)c2ccc(F)cc2F)c1
→ 0.8 | -10.1 | 10.7 | -1.4 | 4.9 | 0.932 | -1.0 | 6.8 | 0.893
CNC(=O)c1ccc(Nc2nnc(-c3ccc(C)c(S(N)(=O)=O)c3)c3ccccc23)cc1
→ 0.5 | -4.5 | 18.4 | -4.5 | 6.0 | 0.877 | -0.4 | 12.3 | 0.816
O=C(COC(=O)CCc1nc2ccccc2c(=O)[nH]1)Nc1ccc2c(c1)OCO2
→ -0.9 | -2.9 | -5.4 | -0.7 | 0.3 | 1.1 | -0.5 | -10.4 | 1.05
Nc1ncc2c(n1)-c1ccccc1CC2
→ 0.3 | -2.6 | 1.8 | 2.5 | -0.1 | 1.07 | 0.8 | -7.3 | 0.982
CC(=O)c1sc(NC(=O)c2oc3ccc(F)cc3c2C)nc1C
→ 0.3 | -3.3 | 5.0 | -2.2 | -3.1 | 0.93 | 1.3 | 7.0 | 0.95
Cc1nn(-c2ccccc2)c(N)c1N=Nc1cccnc1
→ 1.0 | -4.9 | -17.9 | -2.5 | -3.3 | 0.986 | 0.8 | 1.4 | 1.18
COc1ccc(C(=O)COc2ccc(F)cc2)c(O)c1C
→ 1.9 | -3.5 | -0.4 | -2.1 | -2.1 | 1.06 | 0.2 | -5.9 | 1
COc1cc(NC(=O)c2cccnc2Sc2ccc(Cl)cc2)cc(OC)c1OC
→ -2.3 | 0.3 | -6.8 | -1.1 | 1.0 | 0.986 | -1.0 | 1.4 | 1.07
O=c1[nH]c(CN2CCOCC2)nc2ccccc12
→ -0.2 | -7.7 | 3.6 | -4.7 | 0.0 | 0.987 | 1.2 | 1.3 | 0.964
CC(=O)Nc1nc(C)nc(C)c1C(C)=O
→ 2.2 | -3.7 | -42.5 | 0.0 | -2.2 | 1.08 | -0.7 | -7.8 | 1.43

Three compounds out of the list, arranged by length of the SMILES, largest number first.
The line under a structure holds: GRIN3A LBD mod | APOBEC3G inh | hIAP block | A3A deaminase | beta cell repl | mIAP activ | MPTP inh | mIAP inh | hIAP act
O=C(CSc1nnc(-c2ccncc2)o1)Nc1ccc(F)c(F)c1
→ 0.1 | -11.8 | 0.6 | -7.1 | 1.1 | 1 | -0.5 | -0.1 | 0.994
Cc1nn(-c2ccccc2)c(N)c1N=Nc1cccnc1
→ 1.0 | -4.9 | -17.9 | -2.5 | -3.3 | 0.986 | 0.8 | 1.4 | 1.18
COCCOn1c(SCCOC)nc2ccccc2c1=O
→ 0.5 | -6.7 | 7.2 | -1.0 | -0.5 | 0.998 | -0.2 | 0.2 | 0.928

Additional structures.
The line under a structure holds: GRIN3A LBD mod | APOBEC3G inh | hIAP block | A3A deaminase | beta cell repl | mIAP activ | MPTP inh | mIAP inh | hIAP act
Cc1cc(C)nc(NC(=O)Cc2ccc(Br)cc2)n1
→ 0.1 | -3.6 | 5.1 | -1.3 | 1.3 | 1.01 | -1.8 | -1.1 | 0.949
Cc1c(C(=O)N2CCOCC2)c(S(=O)(=O)Nc2cccc(C#N)c2)c(C)n1C
→ 1.9 | -5.4 | 8.1 | -2.8 | 1.6 | 0.866 | -3.4 | 13.5 | 0.919
CCc1ccc(NC(=O)C(CC)c2ccccc2)cc1 (stereo unspecified)
→ 1.9 | -5.4 | -18.2 | -4.2 | 0.3 | 1.2 | 4.6 | -20.1 | 1.18
CCCCNC(=O)[C@@H]1CC=C[C@@H]2CCN(C3CC3)C(=O)[C@@H]21
→ 2.5 | -6.0 | 19.8 | -1.2 | -1.6 | 0.935 | -0.1 | 6.5 | 0.802
Cc1cc(C)c(S(=O)(=O)N2CCCC2CNC(=O)c2ccc3c(c2)OCO3)c(C)c1 (stereo unspecified)
→ 0.5 | -11.0 | 8.3 | 22.1 | 8.2 | 0.963 | 0.2 | 3.7 | 0.917
CCN(CCO)C(=O)C12CCC(C)(C(=O)C1)C2(C)C (stereo unspecified)
→ 1.1 | -7.6 | -3.5 | -2.7 | -1.1 | 0.981 | 0.4 | 1.9 | 1.03
C[C@H](NC(=O)c1nc[nH]c1C(=O)NCc1ccc(CNC(=O)OC(C)(C)C)cc1)c1ccccc1
→ -10.1 | -11.8 | -39.5 | -3.9 | -4.6 | 0.961 | 0.3 | 3.9 | 1.4
Cc1noc(C)c1C(=O)Nc1cccc(S(=O)(=O)N2CCCCC2)c1
→ 0.1 | -7.1 | 12.9 | -0.8 | -1.8 | 1.15 | 0.1 | -15.4 | 0.871
COc1ccccc1NC(=O)CC1COc2ccccc2O1 (stereo unspecified)
→ 0.6 | -8.9 | 12.8 | -4.3 | -3.6 | 1.07 | -1.2 | -6.7 | 0.872
CCC(=O)N1CCc2cc(S(=O)(=O)NC(C(=O)NCc3ccccc3)C(C)C)ccc21 (stereo unspecified)
→ 0.1 | -4.3 | -18.9 | -1.1 | -0.1 | 1.09 | 0.5 | -9.4 | 1.19
NNC(=O)c1csc(COc2cc(Cl)cc(Cl)c2)n1
→ 0.5 | -0.5 | -31.7 | 1.0 | -1.6 | 0.94 | 4.1 | 6.0 | 1.32
Cn1ccnc1SCCC#N
→ -0.6 | -2.6 | 8.0 | -3.8 | -0.4 | 1.03 | -2.1 | -3.2 | 0.92
CCC1(CC)C(=O)C2=C3C1[C@H](C(=O)OC)CC(C(=O)OC)C[C@H]3n1c(=O)n(-c3ccccc3)c(=O)n1[C@H]2C (stereo partly specified)
→ -0.6 | -8.6 | 4.7 | 4.0 | 4.7 | 0.926 | / | 7.4 | 0.953
CN(C)c1ccc(/C(=N\O)C(F)(F)F)cc1
→ 2.8 | -4.5 | 3.9 | -3.7 | -1.1 | 0.964 | -2.0 | 3.6 | 0.961
Cc1cccc(OCC(=O)NCC(=O)N/N=C/c2cccnc2)c1
→ -2.5 | 2.3 | 4.3 | -1.1 | -1.6 | 0.978 | 2.5 | 2.2 | 0.957
O=C(O)c1cnc(N2CCOCC2)nc1
→ -1.7 | -6.7 | 8.9 | -2.1 | 6.4 | 0.975 | 0.5 | 2.5 | 0.911
COC(=O)[C@H](CCSC)NC(=O)Nc1cccc(C)c1C
→ -0.9 | -8.4 | 13.5 | -2.9 | -2.4 | 0.94 | 0.4 | 6.0 | 0.865
CC(C)CN(C(=O)CC1CCCC1)c1c(N)n(Cc2ccccc2)c(=O)[nH]c1=O
→ -0.4 | -4.8 | -10.5 | -1.5 | -0.9 | 0.979 | 0.2 | 2.1 | 1.1
NCC(O)COCCC12CC3CC(CC(C3)C1)C2 (stereo unspecified)
→ 1.7 | -2.1 | -9.8 | 0.0 | -3.2 | 0.916 | 8.6 | 8.4 | 1.1
O=C(CCCC(=O)OCC(=O)c1cccs1)Nc1ccc(Oc2ccccc2)cc1
→ -5.6 | -8.3 | -74.1 | -2.9 | -1.2 | 1.01 | -5.3 | -1.5 | 1.74
COc1ccc(CCNC(=O)c2cccc(S(=O)(=O)N3CCCCCC3)c2)cc1
→ -1.2 | -5.2 | 0.1 | 1.5 | -5.2 | 1.02 | -2.6 | -2.3 | 0.999
C=CCn1c(=S)sc2c(=O)[nH]cnc21
→ -0.4 | -2.9 | 1.6 | -2.0 | 0.6 | 1.09 | 0.6 | -8.6 | 0.984
CC(=O)Oc1ccc(C(=O)Nc2cccc(C(=O)c3ccc(C)c(C)c3)c2)cc1
→ -2.2 | -8.2 | 13.7 | 1.7 | -4.2 | 0.847 | 5.8 | 15.2 | 0.863
